Source: PubChem BioAssay
Shiga toxin inh = inhibitors of Shiga toxin in Vero cells | Vero cells, Shiga toxin protein synthesis inhibition reporter | inhibition, % at 38.7 µM | 9.2% of 290,000 active; in the data active = inhibition mostly above about 28%, no sharp cut-off; inactive = mostly below about 43%; also: 0% is about no effect
Pf growth 48h = P. falciparum growth inhibition at 48 hours (one generation). P. falciparum luciferase growth in erythrocytes, 48 h. Potency, µM (titrated, usually from 28.7 µM), for the others: at the top dose activity change, negative = inhibition, usual class: inhibitors. 5.9% of 310,000 active. AID 504832; also: potency is read from the fitted curve at half-maximal effect; % is scaled to controls: 0 for no effect and ±100 for the full control effect
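In quantitative HTS format, infected erythrocytes bearing luciferase-reporter parasites were treated for a single generation at 37 C. Luminescence after adding detection reagent served as the growth measure.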
HCV inh = HCV inhibition. Huh7.5.1 HCVcc-Cre infection, luciferase reporter, 44 h. Potency, µM (series often up to 41.8 µM), without a hit: at the top dose activity change, negative = inhibition, actives largely listed as inhibitors. 3.4% of 340,000 active. AID 651820; also: potency is read from the fitted curve at half-maximal effect; % is scaled to controls: 0 for no effect and ±100 for the full control effect
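Reporter virus HCVcc-Cre (~0.5 moi) infects cells exposed to compound; seeding density 1,000 cells/well with 4 h settling beforehand. Luminescence, 15 sec read, taken 44 h post-infection following a 15 min RT substrate incubation.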
Pf growth 96h = inhibits malaria parasite growth, 96 h; P. falciparum luciferase reporter growth, 96 h; Potency, µM (series often up to 28.7 µM), for the others: at the highest dose activity change, negative = inhibition, most hits filed as inhibitors; 6.9% of 320,000 active; AID 504834; also: potency is read from the fitted curve at half-maximal effect; % is scaled to controls: 0 for no effect and ±100 for the full control effect
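Delayed-death screen, second-generation endpoint: infected erythrocytes, 2% hematocrit, 0.05% parasitemia final; 96 hours at 37 C, 5% CO2; luciferase detection reagent; luminescence decrease equals reduced growth.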
Cycloheximide cs = counter-screen hit for Shiga toxin inhibitors, cycloheximide; cell reporter, cycloheximide protein synthesis inhibition counterscreen; max response, %; 12% of 300,000 active; AID 2314; in the data active = max response mostly above about 13%, no sharp cut-off; inactive = mostly below about 14%; also: read at 38.3 µM for the half of the compounds with a filed dose; 0% is about no effect
FBPA Giardia inh = blocks Giardia fructose-bisphosphate aldolase activity | purified Giardia FBPA | Potency, µM (titrated, usually from 59.6 µM), inactives show at the top dose activity, negative = inhibition, usual class: inhibitors | 0.71% of 290,000 active; also: potency is read from the fitted curve at half-maximal effect; % is scaled to controls: 0 for no effect and ±100 for the full control effect; nearly all actives have a fitted effect of over 55% in size
Target sequence (A8B2U2 whole entry, looked up): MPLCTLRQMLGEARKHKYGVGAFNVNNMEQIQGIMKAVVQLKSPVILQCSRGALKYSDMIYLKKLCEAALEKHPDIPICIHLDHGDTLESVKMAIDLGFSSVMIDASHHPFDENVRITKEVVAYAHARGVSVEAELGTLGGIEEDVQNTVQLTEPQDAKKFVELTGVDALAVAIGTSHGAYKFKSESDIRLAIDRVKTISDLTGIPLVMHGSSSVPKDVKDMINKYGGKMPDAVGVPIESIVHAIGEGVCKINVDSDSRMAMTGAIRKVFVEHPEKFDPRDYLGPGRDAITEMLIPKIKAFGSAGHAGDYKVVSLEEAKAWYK
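40 nM FBPA preincubated 10 min at RT with compound (up to 57.5 uM final), then substrate plus GAPDH/TPI/NAD/arsenate coupling and diaphorase/resazurin added. Fluorescence read after 20 min at RT, 525/598 nm.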
Numbers without * were called inactive; ? = inconclusive; nt = not tested or not shown; [ ] = dose if it differs, or a comment. Unless noted, calls follow the shape of the dose curve; as a rule, active = well fitted curve in the direction sought with a large enough effect; inconclusive = small, poorly fitted or top-dose-only effect, or another doubt; inactive = no such curve, though single readings can be large; an effect the other way counts as inactive or inconclusive.

No.	mol	Shiga toxin inh	Pf growth 48h	HCV inh
1	COc1ccc(C(NCC(=O)Nc2c(C)cccc2C)c2ccccc2)cc1 (stereo unspecified)	2	nt	17%
2	O=C(CSc1ncn[nH]1)NC1CCCc2ccccc21 (stereo unspecified)	37	13%	9%
3	COc1ccccc1OCC(=O)Nc1ccccc1C(=O)NC1CC1	nt	8%	?
4	C=CCNC(=O)c1ccccc1SCc1c(C)noc1C	-39	18%	9%
5	COc1ccc(-n2ccnc2SCC(=O)Nc2cc(C)on2)cc1	-8	3%	-24%
6	CN(C)CCCNc1ccc(S(N)(=O)=O)cc1[N+](=O)[O-]	-10	11%	2%
7	Cc1c(NC(=O)C(C)Sc2nccn2C)c(=O)n(-c2ccccc2)n1C (stereo unspecified)	nt	?	0%
8	CC(C)(CN1CCc2ccccc2C1)NS(=O)(=O)c1ccc(Cl)cc1	-8	-13%	?
9	CN(C(=O)COc1nnc(-c2cccs2)c(-c2cccs2)n1)c1ccccc1	-10	?	?
10	CCS(=O)(=O)c1ccc2c(c1)N(S(C)(=O)=O)CC(C(=O)NCCOC)O2 (stereo unspecified)	-5	1%	9%
11	CCOc1ccccc1CNC(=O)c1cc2oc3ccccc3c2n1C	24	?	?
12	COc1ccc(NC(=O)CCC(=O)c2cc(C)sc2C)cc1	nt	9%	-6%

No.	Pf growth 96h	Cycloheximide cs	FBPA Giardia inh
1	?	-5	?
2	?	1	-5%
3	46%[activator]	nt	nt
4	28%	-2	nt
5	5%	-1	nt
6	13%	-1	4%
7	?	nt	nt
8	16%	-2	?
9	?	0	1%
10	-7%	2	0%
11	nt	3	-5%
12	47%[activator]	nt	nt

No.	mol	Shiga toxin inh	Pf growth 48h	HCV inh
13	CCOCCc1nnc(NC(=O)c2cccs2)s1	15	48%[activator]	6%
14	Cc1ccc(N2C(=O)[C@@H]3[C@H](C2=O)C2c4ccccc4C=NN2[C@@H]3C(=O)c2ccc(Cl)cc2)cc1 (stereo partly specified)	-3	-9%	7%
15	COCCN(C(=O)c1csnn1)C(C(=O)NC1CCCC1)c1ccc(C)cc1 (stereo unspecified)	-11	0%	4%
16	CCN(Cc1ccccc1)C(=O)c1nn(-c2ccc(OC)cc2)c(=O)c2c1c1ccccc1n2C	-6	?	?
17	CSC(=O)NC(=O)NC(=O)c1ccc([N+](=O)[O-])cc1	30	1%	5%
18	N=c1c2c3c(sc2ncn1N)CCCC3	-6	-14%	-23%
19	CNC(=O)c1c[nH]n2c(=O)c(Cc3ccccc3F)c(C)nc12	-7	nt	9%
20	Cc1cc(Nc2cccc(Cl)c2)c2ccccc2n1	-6	?	?
21	CC[C@H](C)[C@H](NC(=O)CNC(=O)[C@H](C)NC(=O)[C@H](C)N)C(=O)NCC(=O)N[C@H](C(=O)N[C@@H](CC(C)C)C(=O)N[C@H](C(=O)N[C@H](C(=O)O)C(C)C)[C@@H](C)O)[C@@H](C)CC	-6	nt	nt
22	Cc1cc(NC(=O)CSC2=NS(=O)(=O)c3cc(Cl)ccc3N2)no1	nt	16%	2%
23	COc1ccc(OC)c(NC(=O)C23CCC(C)(C(=O)O2)C3(C)C)c1 (stereo unspecified)	-7	-13%	-24%
24	Cc1nn(C(C)C(=O)NCCCN2CCCCCC2)c(=O)c2c1sc1ccccc12 (stereo unspecified)	-11	-18%	?

No.	Pf growth 96h	Cycloheximide cs	FBPA Giardia inh
13	19%	9	-1%
14	?	-2	-4%
15	160%[activator]	-5	4%
16	-14%	12	-16%
17	31%[activator]	5	1%
18	-22%	7	2%
19	-20%	-2	4%
20	8%	1	2%
21	nt	-6	4%
22	12%	nt	nt
23	-29%	0	-3%
24	?	-12	nt

An excerpt of these results, as tab-separated lines.
nr	molecule	Shiga toxin inh	Pf growth 48h	HCV inh	Pf growth 96h	Cycloheximide cs	FBPA Giardia inh
10	CCS(=O)(=O)c1ccc2c(c1)N(S(C)(=O)=O)CC(C(=O)NCCOC)O2 (stereo unspecified)	-5	1%	9%	-7%	2	0%
11	CCOc1ccccc1CNC(=O)c1cc2oc3ccccc3c2n1C	24	?	?	nt	3	-5%
12	COc1ccc(NC(=O)CCC(=O)c2cc(C)sc2C)cc1	nt	9%	-6%	47%[activator]	nt	nt
13	CCOCCc1nnc(NC(=O)c2cccs2)s1	15	48%[activator]	6%	19%	9	-1%
14	Cc1ccc(N2C(=O)[C@@H]3[C@H](C2=O)C2c4ccccc4C=NN2[C@@H]3C(=O)c2ccc(Cl)cc2)cc1 (stereo partly specified)	-3	-9%	7%	?	-2	-4%
15	COCCN(C(=O)c1csnn1)C(C(=O)NC1CCCC1)c1ccc(C)cc1 (stereo unspecified)	-11	0%	4%	160%[activator]	-5	4%
16	CCN(Cc1ccccc1)C(=O)c1nn(-c2ccc(OC)cc2)c(=O)c2c1c1ccccc1n2C	-6	?	?	-14%	12	-16%
17	CSC(=O)NC(=O)NC(=O)c1ccc([N+](=O)[O-])cc1	30	1%	5%	31%[activator]	5	1%
18	N=c1c2c3c(sc2ncn1N)CCCC3	-6	-14%	-23%	-22%	7	2%
19	CNC(=O)c1c[nH]n2c(=O)c(Cc3ccccc3F)c(C)nc12	-7	nt	9%	-20%	-2	4%
20	Cc1cc(Nc2cccc(Cl)c2)c2ccccc2n1	-6	?	?	8%	1	2%
21	CC[C@H](C)[C@H](NC(=O)CNC(=O)[C@H](C)NC(=O)[C@H](C)N)C(=O)NCC(=O)N[C@H](C(=O)N[C@@H](CC(C)C)C(=O)N[C@H](C(=O)N[C@H](C(=O)O)C(C)C)[C@@H](C)O)[C@@H](C)CC	-6	nt	nt	nt	-6	4%

(further entries)
No.	mol	Shiga toxin inh	Pf growth 48h	HCV inh
25	Cc1oc(-c2ccc(Cl)cc2)nc1CS(=O)CC(=O)NC1CCCCCC1 (stereo unspecified)	23	14%	?
26	COc1ccc(Oc2c(O)c3ccccc3n(C)c2=O)cc1	2	24%	7%
27	CCC(=O)N/N=C(\C)CC(=O)Nc1cccc([N+](=O)[O-])c1	2	-7%	-3%
28	COc1ccccc1CNS(=O)(=O)N(C)C	-6	17%	17%
29	CC(C)C(=O)Nc1ccc2c(c1)nc(CCN1CCN(C)CC1)n2C	-22	nt	15%
30	CC(=O)NNC(=O)CCn1nnc2ccccc21	-9	5%	14%
31	Cc1cc(N)n2nc(-c3ccccc3)cc2n1	89*	222%[activator]	-1%
32	O=C(NCC1CCCO1)C(c1ccc(F)cc1)N(Cc1ccc2c(c1)OCO2)C(=O)c1ccc(CN2CCOCC2)o1 (stereo unspecified)	-5	-29%	12%
33	CNCC(C)COc1ccccc1OCc1ccccc1 (stereo unspecified)	-17	?	-6%
34	Cc1ccc(S(=O)(=O)CCC(=O)N(Cc2nnc(-c3ccc(Cl)cc3)o2)C2CC2)cc1	nt	?	-17%
35	CN1CCc2c(OCC(=O)N3CCC(Cc4ccccc4)CC3)cccc2C1=O	24	?	?
36	NC(=O)c1oc2ccccc2c1NC(=O)c1ccco1	-4	12%	-20%

No.	Pf growth 96h	Cycloheximide cs	FBPA Giardia inh
25	9.3µM*	-2	nt
26	-20%	-3	-24%
27	?	0	0%
28	3%	1	2%
29	-7%	-8	-10%
30	?	-3	2%
31	35%[activator]	60*	4%
32	1%	-5	2%
33	12µM*	-3	2%
34	?	nt	nt
35	-17%	-3	0%
36	-1%	-2	0%

No.	mol	Shiga toxin inh	Pf growth 48h	HCV inh
37	COc1ccc(C(=O)CC(=O)C(=O)Nc2ccc([N+](=O)[O-])cc2C)cc1	3	-7%[0.00184 µM]	?
38	COc1ccc(-c2c(C#N)c(N)nc(Sc3ccc(Cl)cc3)c2C#N)cc1	-4	6%	-38%
39	COc1cccc(NC(=O)C(=O)NCCC2CCCCN2S(=O)(=O)c2cccs2)c1 (stereo unspecified)	nt	32%[activator]	?
40	COc1ccccc1NC(=O)CCNS(=O)(=O)c1ccc2c(c1)CCN2C(C)=O	-1	-1%	-2%
41	Cc1c(Cl)cccc1NC(=O)NNC(=O)CCc1ccccc1	-11	?	1%
42	Cn1c(=O)[nH]c(=O)c2c1nc(CN1CCN(Cc3ccccc3)CC1)n2CC(N)=O	-6	18%	6%
43	O=C(Cc1cccs1)NNC(=S)NC(=O)c1ccco1	-6	?	-14%
44	CC(OC(=O)c1ccc(S(=O)(=O)NCc2ccco2)cc1)C(=O)Nc1ncc(Cl)cc1Cl (stereo unspecified)	-3	-2%	-11%
45	COc1ccc(C(C(=O)NC(C)(C)C)N(C(=O)CNC(=O)c2cccs2)c2ccc(NC(C)=O)cc2)cc1OC (stereo unspecified)	3	-24%	5%
46	CCO[C@@H]1OC(C(=O)NC2CC2)=C[C@H](c2csc3ccccc23)[C@H]1CCCO	2	7%	-3%
47	Cc1occc1C(=O)N1CCN(S(=O)(=O)c2ccccc2)CC1	26	7%	26%
48	O=C(NCCCn1ccnc1)c1ccccc1Cl	-6	-5%	16%

No.	Pf growth 96h	Cycloheximide cs	FBPA Giardia inh
37	3%	-2	11%
38	-2%	-2	-1%
39	41%[activator]	nt	nt
40	?	-2	-7%
41	8%	-1	nt
42	12%	-2	5%
43	?	1	?
44	24%	12	5%
45	?	-2	6%
46	?	-2	0%
47	?	7	nt
48	35%[activator]	-5	-11%

No.	mol	Shiga toxin inh	Pf growth 48h	HCV inh
49	O=C(Cn1c(O)c(N=NC(=O)c2ccncc2)c2ccccc21)Nc1ccccc1	10	72%[activator]	-10%
50	COc1cc(C)ccc1OCCOc1ccccc1Cl	61*	51%[activator]	-8%
51	COc1ccccc1-c1nnc2sc(COc3ccc(F)cc3)nn12	-7	1.5µM*	-6%
52	COc1ccccc1N/C=C/C(=C(C#N)C#N)N(C)C	-1	-5%	-2%
53	O=C(NC1c2ccccc2-c2ccccc21)c1ccco1	-5	?	?
54	O=C(NC1CC(=O)N(c2ccc3c(c2)OCCO3)C1)N1CCC(O)CC1 (stereo unspecified)	nt	?	20%
55	COc1ccc(/C=N/NC(=S)Nc2ccccc2)cc1COc1ccc(Br)cc1	36	?	1%
56	CCc1ccc(OC(C)C(=O)Nc2ccc(S(=O)(=O)Nc3nccs3)cc2)cc1 (stereo unspecified)	24	12%	7%
57	COC(=O)c1ccccc1S(=O)(=O)N1CCCC(c2nc3c(nnn3Cc3ccc(C)cc3)c(=O)[nH]2)C1 (stereo unspecified)	-7	?	17%
58	CC(=O)c1ccc(C(=O)Nc2ccc(N3CCOCC3)cc2)cc1	8	-10%	-9%
59	COc1cccc(C2=CC(c3ccc(OC)c(OC)c3OC)n3nnnc3N2)c1 (stereo unspecified)	92*	18%	?
60	O=C(NNC(=S)NC(=O)c1ccccc1[N+](=O)[O-])c1ccccc1	2	?	22%

No.	Pf growth 96h	Cycloheximide cs	FBPA Giardia inh
49	103%[activator]	1	3%
50	169%[activator]	31*	-1%
51	18%	1	10%
52	?	-2	-7%
53	?	0	0%
54	-1%	nt	nt
55	3.7µM*	9	1%
56	?	-4	14%
57	?	-2	2%
58	53%[activator]	7	1%
59	18%	35*	?
60	10%	0	0%

No.	mol	Shiga toxin inh	Pf growth 48h	HCV inh
61	C=CCNc1nc(Nc2ccc(-c3nc4ccccc4o3)cc2)nc(N2CCOCC2)n1	24	nt	?
62	Cc1ccc2c(Cl)c(C(=O)Nc3nn[nH]n3)sc2c1	33	?	1%
63	c1nc(N2CCCC2)c2[nH]cnc2n1	-4	-2%	-14%
64	COc1ccc(CNC(C)(C)C)cc1Cl	-9	2%	7%

No.	Pf growth 96h	Cycloheximide cs	FBPA Giardia inh
61	4.7µM*	6	8%
62	19%	-1	-3%
63	18%	-2	-21%
64	15%	-2	4%
